S1P4 antag – blocks the human S1P4 receptor; inhibition, % at 4.98 µM; S1P4-expressing cells, antagonist mode, reporter read-out; hit rate 0.26% among 220,000; AID 1510; in the data active = inhibition above about 29%;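 also: 0% = wells stimulated with agonist and 100% = vehicle wells without agonist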
RBBP9 inh – blocks human serine hydrolase RBBP9 | recombinant RBBP9, FP-Rh probe fluorescence polarization | inhibition, % at 7.94 µM | hit rate 0.2% among 220,000 | AID 1515 | O75884;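 active = inhibition above the campaign mean of all tested compounds plus 3 SD, cut at about 14% in these data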;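 also: plate controls were DMSO wells with RBBP9 for no effect and wells lacking RBBP9 protein for full effect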
Target sequence (O75884 whole entry, looked up): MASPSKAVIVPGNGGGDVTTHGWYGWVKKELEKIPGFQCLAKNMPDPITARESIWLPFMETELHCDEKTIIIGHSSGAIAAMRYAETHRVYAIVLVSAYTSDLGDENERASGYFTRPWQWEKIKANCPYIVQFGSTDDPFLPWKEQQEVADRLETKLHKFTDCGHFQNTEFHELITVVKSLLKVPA
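System: RBBP9 protein / Buffer or medium: Tris/NaCl buffer pH 8.0 with 0.1% Pluronic / Probe or stimulus: Serine-hydrolase probe FP-Rh, 375 nM pre-mixing / Dosing: 7.94 µM single dose, 0.794% DMSO / Times: enzyme-compound preincubation 30 min, then probe labeling 45 min, 25 °C / Technique: fluorescence polarization (mP), excitation 525 nm, emission 598 nm / Replication: singlicate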
Runt-CBFb FRET – Runt domain-CBFb interaction inhibition | Q01196+Q13951 | Cerulean-Runt/Venus-CBFb FRET ratio 530/480, 1 h | inhibition, % at 20 µM | hit rate 0.46% among 220,000;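 active = inhibition over about 50% at 20 µM in the single-dose screen, limit read from the data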;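 also: 0% = DMSO wells and 100% = excess unlabeled CBFb competitor control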
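Buffer or medium: Tris pH 7.5 buffer with BSA. Assay system: Cerulean-labeled Runt domain protein. Amount: each fluorescent fusion protein 100 nM. Read-out basis: loss of energy transfer signal. Incubation: 1 h compound exposure, room temperature. Probe or stimulus: Venus-CBFb binding partner, 100 nM. Detection: FRET, excitation 422 nm, emission at 530 and 480 nm.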
BaF3 tox – parental Ba/F3 viability inhibition as JAK2V617F counter-screen. CellTiter-Glo ATP luminescence. inhibition, % at 5.6 µM. hit rate 1.1% among 220,000. AID 1486;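 active = inhibition above a per-campaign cutoff, the mean inhibition of all tested compounds plus 3 SD, cut at about 27% in these data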;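 also: 0% = DMSO wells and 100% = JAK Inhibitor I control wells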
NPY-Y1 antag – antagonists of human neuropeptide Y receptor Y1 | hit rate 1% among 200,000 | P25929 | inhibition, % at 3.6 µM | HEK293-CNG Y1 cells, membrane potential fluorescence; NPY at EC95, then isoproterenol | AID 1040;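 active = inhibition above the campaign mean inhibition of all tested compounds plus 3 SD, cut at about 20% in these data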;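 also: 0% = DMSO wells given NPY plus isoproterenol and 100% = isoproterenol alone without NPY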
Target sequence (P25929 whole entry, looked up): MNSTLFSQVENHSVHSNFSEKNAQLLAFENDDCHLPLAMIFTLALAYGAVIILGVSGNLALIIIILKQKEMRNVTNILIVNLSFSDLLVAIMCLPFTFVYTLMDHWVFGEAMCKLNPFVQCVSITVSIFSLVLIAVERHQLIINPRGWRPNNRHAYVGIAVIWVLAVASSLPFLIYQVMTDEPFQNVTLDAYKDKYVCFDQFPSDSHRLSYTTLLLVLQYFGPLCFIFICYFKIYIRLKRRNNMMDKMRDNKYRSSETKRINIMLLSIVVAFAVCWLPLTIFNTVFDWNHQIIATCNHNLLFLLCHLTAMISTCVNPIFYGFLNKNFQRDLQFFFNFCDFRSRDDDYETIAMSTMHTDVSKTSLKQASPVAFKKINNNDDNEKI
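Assay system: HEK293 Y1/CNG channel cell line; Doses: single compound dose of 3.6 µM, 0.4% DMSO; Timing: dye 3 h, compound 60 min room temperature, stimulation 45 min; Technique: Membrane-potential fluorescent dye readout; Measure: % inhibition of NPY effect.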
NPY1 pot ag – potentiates or activates human NPY-Y1 receptor; activation, % at 3.6 µM; hit rate 0.37% among 220,000; NPY-Y1 expressing cells, potentiator/agonist activation; in the data active = activation above about 33%, passing the limit was not always enough;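 also: cells stimulated with NPY at EC10 then isoproterenol at EC100; 0% = low agonist plus stimulus and 100% = saturating agonist plus stimulus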
Ba/F3 V617F tox – reduce viability of Ba/F3 cells dependent on JAK2V617F. hit rate 1.1% among 220,000. Ba/F3 EpoR-JAK2V617F viability, ATP luminescence. inhibition, % at 5.6 µM;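 active = inhibition above the campaign mean plus 3 SD over all tested compounds, cut at about 24% in these data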;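 also: cytokine-independent growth of Ba/F3 cells driven by EpoR plus mutant JAK2; 0% = DMSO-treated cells and 100% = JAK inhibitor I control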
NPY2 pot ag – potentiates or activates human NPY-Y2 receptor; cells expressing NPY-Y2, potentiator/agonist read-out; hit rate 0.45% among 220,000; P49146; activation, % at 3.6 µM; in the data active = activation above about 27%;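 also: cells stimulated with NPY near EC25 plus isoproterenol at EC100; 0% = vehicle plus submaximal agonist and 100% = vehicle plus saturating agonist; some results beyond the cut were filed as inactive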
Target sequence (P49146 whole entry, looked up): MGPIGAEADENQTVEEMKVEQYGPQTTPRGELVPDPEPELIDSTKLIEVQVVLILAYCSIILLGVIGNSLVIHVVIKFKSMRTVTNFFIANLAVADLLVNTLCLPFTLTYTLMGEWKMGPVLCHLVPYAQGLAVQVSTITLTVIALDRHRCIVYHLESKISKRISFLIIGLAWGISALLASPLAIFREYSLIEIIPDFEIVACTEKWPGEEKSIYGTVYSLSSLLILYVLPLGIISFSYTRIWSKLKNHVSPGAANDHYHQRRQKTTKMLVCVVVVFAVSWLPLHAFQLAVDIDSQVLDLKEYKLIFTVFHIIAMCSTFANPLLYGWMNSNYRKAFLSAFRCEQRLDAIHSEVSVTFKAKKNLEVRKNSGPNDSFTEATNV
S1P4 ag – human S1P4 receptor agonism; S1P4-expressing cell line, agonist reporter assay; activation, % at 4.98 µM; hit rate 0.35% among 220,000; O95977; in the data active = activation above about 11%;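 also: 0% = DMSO vehicle and 100% = reference agonist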
Starred values were filed as active, the others as inactive; . = no result given.

| Molecule | NPY-Y1 antag | NPY1 pot ag | RBBP9 inh | NPY2 pot ag | S1P4 antag | Ba/F3 V617F tox | BaF3 tox | S1P4 ag | Runt-CBFb FRET |
| --- | --- | --- | --- | --- | --- | --- | --- | --- | --- |
| Cc1ccc(S(=O)(=O)NNC(=O)C2Cc3c(ccc4ccccc34)O2)cc1 (configuration not stated) | -4 | 20 | 5 | -6 | -8 | -4 | 3 | 2.0 | -2 |
| Cc1csc(NC(=O)Cn2cnnn2)n1 | 1 | -8 | -2 | 2 | 8 | 1 | 5 | 1.3 | -2 |
| Cc1ccc(C(=O)N/C(=C\c2cccc([N+](=O)[O-])c2)C(=O)NCc2ccncc2)cc1 | 8 | -2 | -6 | -14 | -14 | -1 | 7 | -1.9 | -2 |
| O=C(COC(=O)c1cc(=O)c2ccccc2o1)Nc1ccc2ccccc2c1 | 2 | -2 | -5 | 5 | -11 | 4 | 8 | 2.5 | -2 |
| COc1ccccc1OCC(=O)NCC1CCCCC1 | 2 | -15 | -2 | -22 | -9 | 1 | 5 | 1.9 | 0 |
| Cc1ccc[n+](CC(=O)Nc2ccc([N+](=O)[O-])cc2Cl)c1 | 0 | 0 | -8 | 5 | -5 | -3 | -1 | -0.5 | 0 |
| CCCCCCn1c(N2CCN(c3cccc(Cl)c3)CC2)nc2c1c(=O)[nH]c(=O)n2C | 5 | -4 | -9 | 9 | 1 | 2 | 3 | -0.3 | -7 |
| Cc1ccc(Nc2ccc([N+](=O)[O-])nc2[N+](=O)[O-])cc1 | -4 | 2 | -5 | 9 | 4 | 2 | 4 | 0.1 | 0 |
| COc1ccc(F)cc1C(=O)C1CCCN(Cc2cn(C)c3ccccc23)C1 (configuration not stated) | 10 | -7 | -12 | -18 | 12 | 8 | 2 | 0.1 | 0 |
| O=C(Nc1nc(-c2ccccn2)cs1)c1cc2ccccc2o1 | 9 | -45 | -2 | -13 | -18 | 3 | 7 | -1.7 | 3 |
| CCOc1ccc2c(c1)C(c1ccc(C)o1)=NNC(c1ccncc1)=N2 | 2 | 7 | -4 | -7 | -9 | 2 | 10 | 2.5 | 1 |
| O=C(c1ccccc1)N1CCN(C(=O)C23CC4CC(CC(C4)C2)C3)CC1 | -2 | 3 | 1 | 5 | -8 | -3 | 2 | -1.2 | -2 |
| Cc1ccc(SCCNC(=O)c2ccccc2)cc1 | 1 | -31 | -4 | -11 | 7 | 1 | 2 | -0.6 | 0 |
| CCCC(=O)Nc1ccccc1-c1nnn(CC(=O)Nc2ccc(OC)cc2)n1 | 1 | -3 | -1 | 4 | 14 | 1 | -5 | -0.5 | 3 |
| CC1CN/C(=C\C(=O)c2ccc(Cl)cc2)C(=O)N1 (configuration not stated) | -1 | 3 | 2 | 18 | 9 | -2 | 2 | -1.7 | -1 |
| COc1ccc(C2C=C(Nc3ccccc3)C(=O)N2c2ccccc2)cc1OC (configuration not stated) | 2 | 13 | -10 | 5 | -2 | -2 | 5 | 1.2 | -1 |
| CCn1c(=S)[nH]c2cc(C(=O)OC)ccc2c1=O | 3 | 17 | 2 | 6 | -10 | 1 | 4 | -0.2 | 0 |
| COCCNC(=S)Nc1ccc2[nH]c(=O)[nH]c2c1 | -1 | 0 | 3 | -8 | 8 | 5 | 8 | -0.1 | 19 |
| Nc1nonc1NC(=O)CSc1nc2ccccc2s1 | 15 | -6 | 0 | -14 | 1 | -1 | 2 | 0.6 | -2 |
| CCc1nnc(NC(=O)CSc2ccc(-c3ccc(C)cc3)nn2)s1 | -2 | 2 | -5 | -9 | -3 | 2 | 8 | -0.7 | -2 |
| Cc1c(C(N)=O)c(N)c(C(=O)c2ccccc2)n1-c1ccccc1 | 6 | 13 | -7 | 15 | -5 | 0 | 4 | -0.1 | -3 |
| CC1(C)Cn2c(nnc2-c2cccc(O)c2)S1 | 0 | 9 | 4 | -1 | -22 | -1 | 3 | 2.5 | 1 |
| Cc1cc(N2CCCCC2)ccc1[N+](=O)[O-] | 5 | -19 | -9 | 2 | -6 | -1 | 3 | 1.0 | 3 |
| CN(c1ccccc1C(=O)Nc1ccc(S(=O)(=O)N2CCOCC2)cc1)S(=O)(=O)c1ccccc1 | 0 | 2 | -5 | 1 | -6 | 0 | -2 | 0.7 | 0 |
| O=[N+]([O-])c1nn(-c2ccccc2)[n+]([O-])c1N1CCN(c2ccccc2)CC1 | -9 | -27 | 0 | -16 | 13 | 2 | 4 | -0.2 | -2 |
| Cc1cc(NC(=O)c2cc(-c3ccc(C)c(C)c3)nc3ccccc23)no1 | 6 | -46 | -17 | -19 | 4 | 63* | 5 | -0.9 | -2 |
| O=C(Nc1ccc(F)cc1)N(Cc1ccco1)Cc1cc2cc3c(cc2[nH]c1=O)OCO3 | -2 | -8 | -4 | 3 | 1 | 1 | 4 | -2.7 | -53 |
| CCOC(=O)C(=O)N(Nc1ccccc1C)c1ccccc1C | 1 | 6 | -10 | -4 | -4 | 0 | -1 | -0.1 | . |
| COc1cccc(N=Nc2c(=O)[nH]n3c(=O)c4c([nH]c23)CCC4)c1 | 8 | -13 | -4 | -5 | 2 | -1 | 1 | -0.6 | -13 |
| CC(C)CC(C(=O)O)C(C)CC(=O)Nc1ccn(-c2ccccc2)n1 (configuration not stated) | 3 | -9 | -5 | 11 | 4 | -1 | 2 | 0.9 | -2 |
| COc1ccc(C)c2sc(NC(=O)C3=COCCO3)nc12 | -1 | 10 | -2 | 8 | 1 | -2 | 2 | -0.3 | 2 |
| COc1ccc(CCNC(=O)CN2CCN(c3ccccc3Cl)CC2)cc1 | 13 | -30 | -3 | -27 | 11 | 0 | 2 | 4.4 | 1 |
| COc1cc(C(=O)N(Cc2cccnc2)Cc2cc3cc4c(cc3[nH]c2=O)OCCO4)cc(OC)c1OC | -3 | -6 | -5 | -4 | -5 | -4 | 4 | -1.4 | -4 |
| COc1cccc(N2C(=O)C(CC(=O)Nc3ccc(F)cc3)N(C3CCCCC3)C2=O)c1 (configuration not stated) | -7 | 2 | -2 | 9 | 13 | -4 | 2 | -0.4 | -1 |
| CCC(CC)C(=O)Nc1ccc(Nc2ccccc2)cc1 | -5 | 7 | 5 | 3 | -5 | 1 | 10 | -1.4 | -1 |
| O=c1c2ccccc2c(/C=N/c2n[nH]c(CCCO)n2)c(O)n1-c1ccccc1Cl | -6 | 15 | -5 | 11 | -16 | 7 | 10 | -0.1 | 13 |
| O=C(O)CC(NC(=O)C(c1ccccc1)c1ccccc1)c1ccc(F)cc1 (configuration not stated) | -4 | 6 | 3 | -12 | 8 | 1 | 6 | -0.8 | -1 |
| CCOC(=O)C1CCCN(c2cc(C)nc3cc(-c4ccc(Cl)cc4)nn23)C1 (configuration not stated) | 5 | -16 | -2 | 7 | -3 | -4 | -1 | 0.0 | -3 |
| Cc1ncc(CC(=O)n2cc(C(=O)c3cc(Cl)ccc3O)cn2)s1 | 0 | 0 | -8 | -5 | -3 | 2 | 0 | 1.7 | 0 |
| Cc1ccc(-c2nnc(N3CCCCC3)c3ccccc23)cc1 | . | 9 | -3 | -4 | -1 | -2 | 1 | 2.4 | -1 |
| O=C(c1ccccc1C(=O)N1CCN(c2ccccc2F)CC1)N1CCN(c2ccccc2F)CC1 | 6 | -17 | -1 | -8 | -3 | -2 | 6 | -2.2 | -2 |
| O=C(O)c1cccc(NS(=O)(=O)c2cccc3cccnc23)c1 | -2 | -3 | 1 | -3 | -34 | 1 | 13 | -2.4 | 1 |
| COc1cc(CN2CCNC(=O)C2CC(=O)NCCc2ncccc2C)cc(OC)c1 (configuration not stated) | -1 | 3 | 2 | -5 | -3 | -1 | 6 | 1.1 | -1 |
| Cc1cc(C)c2c(CN3CCOCC3)cc(=O)oc2c1C | . | -21 | -6 | 1 | -3 | 5 | -3 | 0.0 | 1 |
| O=C(CSc1ccccn1)N1CCN(c2ccc(Cl)cc2)CC1 | 3 | -7 | 1 | 11 | -22 | -2 | 6 | 0.2 | 24 |
| NC(=O)C1(N2CCCCC2)CCN(c2nc(-c3ccc(Br)cc3)cs2)CC1 | 5 | -1 | -5 | -11 | 4 | 4 | 22 | 1.0 | 4 |
| S=c1sc2c(Cl)ncnc2n1-c1ccccc1 | -6 | 21 | -5 | 12 | 32* | 0 | 0 | -1.0 | 0 |
| CCOc1ccc(NC(=S)N(CCc2c(C)[nH]c3ccccc23)Cc2cccnc2)cc1 | -6 | -2 | -4 | -2 | -1 | 4 | 7 | 0.6 | -2 |
| CSc1nc(NC(C)(C)C)nc(N2CCOCC2)n1 | 0 | 11 | -4 | -5 | 4 | 4 | 4 | 1.2 | -1 |
| O=C(O)c1cnn(-c2nc(-c3ccc(F)cc3)cs2)c1C(F)(F)F | 7 | -38 | -5 | -20 | -14 | -3 | -1 | -1.5 | 0 |
| COc1ccc(CC(=O)Nc2ccc(-c3noc(-c4ccc(Cl)cc4)n3)cc2)cc1 | -3 | 5 | -5 | -9 | -4 | -5 | 0 | -1.0 | 3 |
| CC(C1CC1)N(Cc1ccccc1)C(=S)Nc1ccccc1Cl (configuration not stated) | -2 | -6 | -7 | 9 | -17 | 0 | 6 | -0.5 | 0 |
| CSc1ccc(/C=N/NC(=O)c2cccc(Cl)c2)cc1 | 0 | -1 | -6 | -1 | 1 | -4 | 2 | 0.7 | 0 |
| COc1ccccc1CNC(=O)CCc1c(C)nc2cc(-c3ccccc3OC)nn2c1C | . | 13 | -7 | 13 | 1 | -6 | 6 | -2.6 | -1 |
| O=C(NCc1cccnc1)/C(=C/c1ccc(-c2cccc(Cl)c2)o1)S(=O)(=O)c1ccccc1 | 11 | -46 | -7 | -19 | 65* | 10 | 2 | 0.3 | 4 |
| Cc1ccc(C(=O)Nc2cc(Cl)ccc2Oc2ccccc2)cc1[N+](=O)[O-] | 2 | 2 | -8 | 4 | -7 | -2 | 7 | 1.6 | -2 |
| CCOC(=O)N1CCC(N(CCN(C)C)C(=S)Nc2cccc(Cl)c2)CC1 | 3 | -8 | -5 | -5 | 0 | 10 | 23 | -2.9 | 2 |
| CCN(CC)CCn1c(=S)[nH]c2ncccc2c1=O | -1 | 27 | 1 | -10 | -12 | -2 | -1 | 0.9 | 1 |
| CCOc1ccc(N2CSC3=C(C#N)C(c4ccco4)CC(=O)N3C2)cc1 (configuration not stated) | 0 | -8 | 0 | -1 | -4 | -2 | 4 | 2.6 | 28 |
| O=C(NC1CCSC1=O)C1CCCCC1 (configuration not stated) | 7 | 1 | -3 | -4 | -28 | -3 | 1 | 0.7 | 1 |
| Cc1cccc(OCCNc2ccc([N+](=O)[O-])cn2)c1 | 10 | 8 | -4 | -6 | 4 | -1 | 7 | 0.8 | -3 |
| CCCCCCCCCS(=O)(=O)Nc1cc(C)ccn1 | 2 | -19 | -9 | -10 | -14 | 4 | 2 | 0.3 | -6 |

Rows are unselected; overall some 3.6% were active at least once.
